# Hsp70 act = Hsp70 transcriptional activation, primary screen | HeLa Hsp70 promoter luciferase reporter, luminescence; scaled: vehicle 0, proteasome-inhibitor control 100% | activation, % at 10 µM | 200,000 compounds, 0.04% hits | AID 1203;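 active = activation above the mean across all tested compounds plus 3 SD, cutoff set per campaign, cut at about 5.5% in these data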;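 note: 100% = MG132 at 30 µM as the positive control and 0% = DMSO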
# NF-kB expr up = raises NF-kB expression in human neuronal cells; fold change at 12.5 µM; 190,000 compounds, 1.6% hits; NF-kB reporter expression; active compounds read high; AID 1239; in the data active = fold change above about 3.3
# STAT1 act = activators of IFN-gamma induced STAT1 signaling | NIH 3T3 STAT1-luciferase reporter, luminescence; 100% = IFN-gamma alone, no compound | activation (% of control), % at 5.5 µM | 200,000 compounds, 2.6% hits | AID 932;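 active = activation above the screen-wide mean activation plus 3 SD, cut at about 130% in these data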;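 note: raw ratio to IFN-gamma control signal so 100% means no change and 0% no light; values of inactives mirror those of a sister screen read the other way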
# STAT3 activator = increases IL-6 driven STAT3 reporter signal; U3A cells, IL-6 STAT3-luciferase reporter, luminescence; 100% = signal with IL-6 EC80 alone; activation (% of control), % at 5.6 µM; 190,000 compounds, 0.91% hits;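 active = activation above the screen-wide mean of compound activation plus 3 SD, cut at about 130% in these data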;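 note: 0% = background luminescence of wells with medium and substrate only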
#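 Assay system – human STAT1-deficient U3A cells with stable STAT3-luciferase reporter · Also added – IL-6 (33 ng/mL) · Schedule – compound 1 h, then IL-6 6 h at 37 °C · Technique – reporter luminescence signal · Evaluation – % activation versus median of IL-6-stimulated wells · Benchmarks – IL-6-only wells as 100% reference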
# RAM inhibit = inhibitors of the yeast RAM network. 190,000 compounds, 1.8% hits. inhibition, % at 50 µM. S. cerevisiae dse1pr::URA3 reporter, 5-FOA growth OD615, 2 d; analog-sensitive cbk1-as2 kinase mutant strain;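 active = inhibition above a set limit, 3 SD over mean compound inhibition, cut at about 8.4% in these data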;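 note: 0% = DMSO-only wells with no growth and 100% = 10 µM 1-NA-PP1 full growth; inhibition rescues growth on 5-FOA so higher OD means more RAM inhibition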
# APP 5'UTR act = activates APP 5'UTR luciferase reporter | SH-SY5Y APP 5'UTR luciferase reporter, luminescence; zero percent = DMSO vehicle wells | 190,000 compounds, 1% hits | AID 1276 | activation, % at 2 µM;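 active = activation above a set limit, based on mean plus 3 SD of controls, cut at about 140% in these data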; note: values of inactives mirror those of a sister screen read the other way
# APP transl inh = APP translation inhibition. inhibition, % at 2 µM. SH-SY5Y APP 5'UTR-luciferase reporter, luminescence. 190,000 compounds, 0.82% hits;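 active = inhibition above a set limit, derived from the sample mean plus 3 SD, cut at about 45% in these data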; note: values of inactives mirror those of a sister screen read the other way
# STAT1 blocker = inhibitors of IFN-gamma induced STAT1 signaling; 200,000 compounds, 0.35% hits; NIH 3T3 STAT1-luciferase reporter, luminescence; inhibition, % at 5.5 µM;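 active = inhibition above a set limit, the mean inhibition across all tested compounds plus 3 SD, cut at about 34% in these data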;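 note: 0% = IFN-gamma with DMSO and 100% = IFN-gamma with 300 µM nifuroxazide; values of inactives mirror those of a sister screen read the other way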
# FLuc inhib CS = inhibits firefly luciferase, flagging false hits in luciferase inhibition screens; P08659; ATPLite firefly luciferase biochemical luminescence, 10 min; inhibition, % at 10 µM; 200,000 compounds, 1.5% hits;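 active = inhibition above about 50% when tested at 10 µM, limit read from the data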
# Target sequence (P08659 whole entry, looked up): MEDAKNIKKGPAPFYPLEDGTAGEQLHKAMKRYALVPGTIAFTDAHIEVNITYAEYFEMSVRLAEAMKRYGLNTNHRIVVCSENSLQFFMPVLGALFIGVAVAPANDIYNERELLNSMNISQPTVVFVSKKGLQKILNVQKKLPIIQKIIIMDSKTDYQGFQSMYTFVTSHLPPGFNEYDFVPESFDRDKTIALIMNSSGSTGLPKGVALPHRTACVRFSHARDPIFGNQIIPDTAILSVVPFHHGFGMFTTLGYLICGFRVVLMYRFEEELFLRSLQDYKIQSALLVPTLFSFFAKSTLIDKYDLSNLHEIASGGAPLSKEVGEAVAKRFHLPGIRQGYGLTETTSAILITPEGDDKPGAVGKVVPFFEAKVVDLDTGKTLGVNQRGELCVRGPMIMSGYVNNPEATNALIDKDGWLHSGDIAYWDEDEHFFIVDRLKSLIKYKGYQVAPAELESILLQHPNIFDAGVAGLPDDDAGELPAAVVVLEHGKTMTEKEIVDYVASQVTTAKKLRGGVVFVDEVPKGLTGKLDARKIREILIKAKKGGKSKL
# STAT3 inh = inhibitors of IL-6 induced STAT3 signaling; 190,000 compounds, 0.89% hits; AID 862; inhibition, % at 5.5 µM; U3A cells, IL-6 STAT3-luciferase reporter, luminescence; host cell line lacks STAT1;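 active = inhibition above the mean inhibition across all screened compounds plus 3 SD, cut at about 44% in these data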;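 note: 0% = DMSO only wells and 100% = 100 µM nifuroxazide control wells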
# Starred values were filed as active, the others as inactive; . = no result given.
SMILES,Hsp70 act,NF-kB expr up,STAT1 act,STAT3 activator,RAM inhibit,APP 5'UTR act,APP transl inh,STAT1 blocker,FLuc inhib CS,STAT3 inh
CCOc1ccc(NS(=O)(=O)c2ccc3[nH]cc(C(=O)NCC4CCCO4)c(=O)c3c2)cc1 (stereo unspecified),-0.1,0.87,97,104,9.3*,2,-2,3,-11,-1
Cc1c(C=O)c(=O)n(-c2ccccc2)n1-c1ccccc1,-0.1,1,98,111,-0.2,-1,1,2,-4,-9
CC(=O)Nc1ccc(NC(=O)C(C)Oc2ccccc2F)cc1 (stereo unspecified),0.1,1.2,104,104,1.9,-1,1,-5,-7,-4
CCOC(=O)c1[nH]c(C)c(C(=O)NCc2ccccn2)c1C,-0.1,1,98,101,0.7,9,-8,2,-8,1
CCOc1ccc(C(=O)NC(=S)NC2CCCC2)cc1[N+](=O)[O-],-0.4,0.85,105,104,2.5,12,-12,-6,-8,-2
CN(C)S(=O)(=O)c1ccc2c(c1)nc(CCC(=O)O)n2C,-0.2,0.98,100,108,2.7,10,-10,0,-1,-3
CCN1CCN(C(c2ccccc2)c2nnnn2CCc2ccc(OC)c(OC)c2)CC1 (stereo unspecified),-0.4,0.91,100,103,-0.1,-1,1,0,-4,5
CCSc1nnc(NC(=O)c2cc(C)nc3ccccc23)s1,-0.5,0.78,101,105,-0.1,-9,9,-1,-2,-1
CNC(=O)/C(C#N)=C\c1cc(C)n(-c2ccc(N3CCOCC3)cc2)c1C,0.0,0.9,113,97,5.3,-1,1,-15,-9,6
Cc1ccc(C)c(S(=O)(=O)Nc2ccc3scnc3c2)c1,-0.3,1.3,100,93,4.2,-5,5,0,-1,11
COc1ccc(C(=O)NC(=S)Nc2ccccc2N2CCN(S(C)(=O)=O)CC2)cc1OC,-0.3,0.3,106,104,5.9,-6,6,-6,-6,0
O=C(O)/C=C/C(=O)N1CCN(S(=O)(=O)c2cccc(C(F)(F)F)c2)CC1,-0.1,1,98,101,1.6,7,-7,0,-6,6
C=CCNC(=S)N1CCC(C(=O)c2ccc(OC)cc2)CC1,0.1,0.86,92,101,2.2,-14,14,8,-7,10
O=C(O)C1C2C=CC(C2)C1C(=O)OCC1CCCO1 (stereo unspecified),-0.2,1.1,108,98,0.1,-5,5,-8,-2,8
CCSc1nc2sc3c(c2c(=O)[nH]1)CC(C)(CC)OC3 (stereo unspecified),0.1,1.1,104,85,3.9,10,-10,-4,-2,21
O=C1Nc2ccc(S(=O)(=O)N3CCCC3)c3ccc(S(=O)(=O)N4CCCC4)c1c23,0.3,0.92,95,104,4.6,2,-2,6,-8,0
NC(=O)[C@@H]1CCCNc2c(F)cc([N+](=O)[O-])cc2C(=O)N[C@@H](CCC(=O)O)C(=O)N[C@@H](CO)C(=O)N1,0.9,0.87,103,105,0.3,-1,1,-3,-6,-9
C/C(=N\OC(=O)c1ccc(Cl)cc1)c1nccs1,0.1,1.2,103,105,0.4,0,0,-3,72*,4
CCOC(=O)CSc1nc(-c2ccc3c(c2)OCO3)ccc1C#N,0.1,0.74,126,111,7.1,202*,-202,-28,13,-7
CCOC(=O)Nc1cccc(Cl)c1C,-0.2,0.94,101,98,1.0,6,-6,-1,-9,13
CCOC(=O)C1CCCN(C2CC(=O)N(c3ccc(N4C(=O)CC(N5CCCC(C(=O)OCC)C5)C4=O)cc3)C2=O)C1 (stereo unspecified),0.1,0.99,91,101,3.3,12,-12,8,-2,4
COCCCN(C(=O)Nc1ccccc1)C(C)c1ccncc1 (stereo unspecified),-0.1,1.1,103,100,0.3,15,-15,-3,-7,9
CN(c1ccccc1)c1nc(N)c([N+](=O)[O-])c(NCc2ccco2)n1,-0.2,1.1,106,100,5.3,-4,4,-7,-4,0
O=C(NCCC(c1ccccc1)c1ccco1)c1cccs1 (stereo unspecified),0.1,1.9,123,110,1.4,11,-11,-24,-3,-3
Cc1ccc(NC(=O)C2CCCN2S(=O)(=O)c2ccc3c(c2)n(C)c(=O)c(=O)n3C)cc1C (stereo unspecified),-0.1,0.78,99,106,3.7,13,-13,1,-5,-7

# Entries of single compounds, quoted from the list. Order of screens: Hsp70 act	NF-kB expr up	STAT1 act	STAT3 activator	RAM inhibit	APP 5'UTR act	APP transl inh	STAT1 blocker	FLuc inhib CS	STAT3 inh
# CCSc1nc2sc3c(c2c(=O)[nH]1)CC(C)(CC)OC3 (stereo unspecified) is entered as 0.1	1.1	104	85	3.9	10	-10	-4	-2	21
# CNC(=O)/C(C#N)=C\c1cc(C)n(-c2ccc(N3CCOCC3)cc2)c1C is entered as 0.0	0.9	113	97	5.3	-1	1	-15	-9	6
# O=C1Nc2ccc(S(=O)(=O)N3CCCC3)c3ccc(S(=O)(=O)N4CCCC4)c1c23 is entered as 0.3	0.92	95	104	4.6	2	-2	6	-8	0

# Going on with the list:
SMILES,Hsp70 act,NF-kB expr up,STAT1 act,STAT3 activator,RAM inhibit,APP 5'UTR act,APP transl inh,STAT1 blocker,FLuc inhib CS,STAT3 inh
Cc1ccnc(N2CCC(C(=O)NNC(=O)c3ccccc3C)CC2)n1,0.1,0.94,94,103,1.9,-1,1,7,-4,8
CCOC(=O)c1c(C(F)(F)F)nc2ncccn12,-0.1,1.2,91,100,1.8,-16,16,8,-4,0
CCOC(=O)C1=C(CC)OC(N)=C(C#N)C1c1ccc(F)cc1F (stereo unspecified),0.7,.,77,101,-1.0,-19,19,25,-8,5
COc1ccc(/C=N/OCC(=O)Nc2nc3ccccc3s2)cc1OC,-0.2,1.4,103,84,3.2,1,-1,-4,1,21
COc1ccc2nc(Nc3nc(-c4ccncc4)cs3)sc2c1,0.2,1.6,140*,95,1.4,65,-65,-47,30,11
CN1CCN(C(=O)c2cc3c(ccc4ccccc43)oc2=O)CC1,-0.2,1.1,107,97,2.8,-14,14,-8,-1,13
CCc1ccccc1NC(=O)CC(c1ccc(OC)cc1)n1cccc1 (stereo unspecified),-0.5,0.93,99,112,0.9,-17,17,1,-8,-9
CCOc1ccc(N=Nc2c(N)[nH][nH]c2=O)cc1,0.0,1.9,109,69,0.4,38,-38,-10,41,39
O=C(CSc1nnnn1-c1ccc(F)cc1)NCc1cccs1,-0.2,1.1,101,103,0.0,15,-15,0,0,-1
COc1ccc(Nc2nc(N)nc(CSc3nnc(N)s3)n2)cc1,-0.2,2,111,102,0.6,-44,44,-12,14,5
CCC/C(O)=C1\C(=O)CCCC1=NCCc1ccc(OCC)c(OCC)c1,-0.3,0.95,84,97,1.8,-2,2,16,-6,13
COc1ccc(C(=O)N/C(=C\c2cccc3ccccc23)C(=O)NCCc2c[nH]c3ccccc23)cc1OC,-0.1,0.98,94,113,8.8*,8,-8,7,-3,-14
Cc1cc(C(=O)CSc2nc(N)cc(N)n2)c(C)n1-c1cccc(F)c1,-0.2,1.4,99,91,0.3,6,-6,1,11,12
CCOC(=O)C1CCN(C(=O)Nc2ccc3c(c2)nc(C)n3C)CC1,0.0,1.5,111,111,0.4,34,-34,-12,-1,-9
Cc1ccc(S(=O)(=O)NCC(=O)OC(C(=O)c2ccccc2)c2ccccc2)cc1 (stereo unspecified),0.1,1.2,102,104,4.2,14,-14,-2,-1,2
CN(C)/C=N/C(=S)Nc1ccccc1,0.1,1.5,117,96,2.4,14,-14,-21,-5,11
COCCCNC(=S)N1CCCC(c2nc3cc(C)c(C)cc3[nH]2)C1 (stereo unspecified),-0.1,0.85,140*,101,-0.4,-8,8,-45,2,2
O=C(Cc1ccccc1)N1CCCC1c1ccccc1 (stereo unspecified),-0.1,0.94,104,98,-0.5,8,-8,-5,-6,5
CCCCNCC(O)(c1ccc(Cl)cc1)c1ccc(Cl)cc1,-0.1,1.1,102,102,-0.5,-11,11,-3,-8,4
COc1ccc(C(=O)/C=C/c2ccc(OC(=O)c3cc(OC)c(OC)c(OC)c3)cc2)cc1,-0.1,0.92,89,91,6.3,2,-2,12,-2,12
CCN1CCN(C(=O)c2ccc(CN(c3ccc(C)c(C)c3)S(C)(=O)=O)cc2)CC1,-0.1,1.3,97,101,0.4,8,-8,2,-1,11
O=C(NCc1ccccn1)c1nnc(Cc2ccc(Cl)cc2)o1,0.1,1.2,84,101,-0.4,21,-21,18,-13,-2
Cn1cc(C(=O)N/N=C/c2c(O)ccc3ccccc23)ccc1=O,-0.4,0.66,92,82,-0.9,-51,50*,9,4,26
COc1ccc(NC(=O)C(c2ccccc2)N2CCN(c3ccccn3)CC2)cc1Cl (stereo unspecified),-0.2,2.4,106,105,2.4,0,0,-9,-1,0
CC(C)c1nc(SCC(=O)Nc2cccc(C(F)(F)F)c2)c2c(=O)n(C)c(=O)n(C)c2n1,-0.3,1.7,95,83,3.7,-8,8,5,-3,25
# Additional compounds:
SMILES,Hsp70 act,NF-kB expr up,STAT1 act,STAT3 activator,RAM inhibit,APP 5'UTR act,APP transl inh,STAT1 blocker,FLuc inhib CS,STAT3 inh
O=C(CSc1c[nH]c2ccccc12)NCC1CCCO1 (stereo unspecified),0.1,1.1,99,122,2.2,8,-8,1,-3,-17
COc1ccc(-c2nnc3n(CCc4ccccc4)c(=O)c4ccccc4n23)c(OC)c1,0.1,1.1,104,93,4.5,10,-10,-5,-9,4
CC1(C)CC(=O)C2=C(C1)OC(c1ccc(O)cc1)C(C#N)=C2N (stereo unspecified),-0.3,0.99,95,104,-0.7,-14,14,6,1,-2
CCOC(=O)C1=C(c2ccccc2)NC(SCC(N)=O)=C(C#N)C1c1cccnc1 (stereo unspecified),-0.4,1.1,96,101,0.3,-16,16,4,-5,-1
CCOc1ccc(S(=O)(=O)N2CCN(c3ccc(OC)cc3)CC2)c2cccnc12,-0.3,1.2,92,106,0.7,1,-1,9,-4,-2
CCS(=O)(=O)N1CCN(C(=O)c2ccccc2)CC1,0.3,1.2,98,98,-0.3,10,-10,2,-2,4
CC(C)=CCCC(C)NC(=O)NC1CCCCC1 (stereo unspecified),-0.4,1.3,105,107,-0.6,10,-10,-6,1,-4
CCOC(=O)C(NC(=O)Nc1ncccn1)(Oc1ccccc1)C(F)(F)F (stereo unspecified),-0.2,1.3,96,97,0.3,-10,10,5,-9,14
COCCn1c(C)cc(C(=O)CSc2nc3ccccc3s2)c1C,-0.5,0.68,118,67,1.8,204*,-203,-17,46,39
CCOC(=O)NN1C(=O)c2ccccc2NC1c1ccccc1 (stereo unspecified),-0.2,1.3,99,99,1.5,-11,11,1,-3,4
CCOC(=O)N1CCN(c2c(Nc3cc(C)[nH]n3)c(=O)c2=O)CC1,-0.1,0.99,99,103,0.7,9,-9,1,-8,6
O=C(CC1SC(N2CCCCC2)=NC1=O)Nc1cccc(C(F)(F)F)c1 (stereo unspecified),-0.2,1.3,96,101,0.9,4,-4,5,-4,4
O=C(N/N=C/c1ccc(Br)cc1)c1ccc(F)cc1,0.4,1.2,123,97,-0.1,10,-10,-26,39,4
Cc1ccc(C2=[N+]([O-])C(C)(C)CC2)cc1,-0.3,1.1,100,100,0.0,-8,8,0,-4,4
CCn1c(SCC(=O)N2CCN(c3ccc(F)cc3)CC2)nnc1-c1ccncc1,-0.4,0.95,93,90,2.8,0,0,8,-2,16
O=C1CCCC(=O)N1c1ccc(NCCOCCO)c([N+](=O)[O-])c1,0.0,1,106,97,1.6,-1,1,-7,-3,6
CCOC(=O)C(=O)NNc1ccc(Cl)cc1,0.6,1,98,97,0.8,2,-2,1,-6,5

# Screening data as filed in PubChem BioAssay.
